12-LOX inh: inhibitors of human 12S-lipoxygenase ALOX12 | purified 12hLO, xylenol orange hydroperoxide absorbance | Potency, µM (doses to about 108 µM), inactives show at the highest dose activity change, negative = inhibition, hits mostly inhibitors | 580,000 compounds, 1.1% hits | AID 1671190; active = well fitted inhibition curve with a large enough effect; inconclusive = small, poorly fitted or top-dose-only effect, or another doubt; inactive = no such curve, though single readings can be large or run the other way; note: potency is the fitted concentration of half-maximal effect
Target sequence (P18054 whole entry, looked up): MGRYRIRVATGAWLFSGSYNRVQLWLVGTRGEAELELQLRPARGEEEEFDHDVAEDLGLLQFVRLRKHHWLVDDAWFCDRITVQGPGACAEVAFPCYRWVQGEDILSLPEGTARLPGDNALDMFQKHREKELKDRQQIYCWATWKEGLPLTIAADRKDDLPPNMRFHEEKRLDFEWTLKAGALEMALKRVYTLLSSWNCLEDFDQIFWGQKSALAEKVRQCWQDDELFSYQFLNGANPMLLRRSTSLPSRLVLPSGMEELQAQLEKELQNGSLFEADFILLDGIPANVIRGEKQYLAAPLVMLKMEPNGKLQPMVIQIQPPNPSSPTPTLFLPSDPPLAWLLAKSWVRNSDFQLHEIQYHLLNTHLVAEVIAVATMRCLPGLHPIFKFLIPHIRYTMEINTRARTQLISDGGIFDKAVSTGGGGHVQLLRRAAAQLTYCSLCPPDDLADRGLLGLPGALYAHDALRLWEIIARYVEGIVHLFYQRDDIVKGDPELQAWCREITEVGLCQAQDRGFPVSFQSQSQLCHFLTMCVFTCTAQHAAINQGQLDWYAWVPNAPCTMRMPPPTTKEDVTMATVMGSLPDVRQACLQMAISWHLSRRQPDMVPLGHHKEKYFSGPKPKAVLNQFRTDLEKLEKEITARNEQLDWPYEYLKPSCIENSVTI
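Hydroperoxide product was detected by ferrous iron/xylenol orange as the 573 to 405 nm absorbance ratio. Arachidonic acid at 40 uM (final) was turned over for 30 min at room temperature by 150 nM human 12hLO, pH 7.0 Hepes buffer, after 15 min compound preincubation.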
LDHA inh: LDHA (human) enzyme inhibition. 480,000 compounds, 0.15% hits. AID 1347041. activity change, % (values are at about 110 or 230 µM). P00338. purified LDHA, NADH/diaphorase-resazurin fluorescence; active compounds read low; in the data active = activity change below about -30%; inconclusive = mostly about -25% to -30%;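 note: plate controls were DMSO wells for no effect and wells without enzyme for full effect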
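Human LDH5 at 2 nM final in Tris HCl pH 7.4 with 0.06 mM NADH and 0.2 mM pyruvate, reacted 5 minutes at room temperature. Remaining NADH coupled via diaphorase/resazurin; resorufin fluorescence read at 0 and 20 minutes, normalized to enzyme-free and DMSO wells.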
Starred values were filed as active, the others as inactive; u = inconclusive; [ ] = another dose, or the depositor's remark. Unless noted, % is set by controls: 0 for no effect and ±100 for the full control effect. An excerpt (hit frequency here may not be typical).

SMILES | 12-LOX inh | LDHA inh
Cn1c(=O)n(CCC(=O)N2CCCC2)c(=O)c2cc(S(=O)(=O)Nc3ccc(C#N)cc3)ccc21 | -8% | 12
CCn1nccc1NC(=O)c1ccc2sc([C@@H]3O[C@H](CO)[C@H](O)[C@H](O)[C@H]3O)nc2c1 | -36% | -5
COc1ccc(CC(=O)NCc2nnc(SCC(=O)c3ccc(Cl)cc3Cl)n2C)cc1 | u | u
CCc1cc(C(=O)Cc2csc(-c3ccccc3)n2)c(O)cc1O | u | 6
Cc1c(Br)cc(C(=O)NC2CC3CCC2(C)C3(C)C)c(C)c1C (stereo unspecified) | -12% | -4
O=C(CSc1nc(Cl)nc2nc[nH]c12)NCCc1c[nH]c2ccc(F)cc12 | -4% | -9
O=C(O)c1ccc(/C=C/C(=O)c2ccccc2Cl)cc1 | u | 5
COc1ccc2cc(C(=O)N(Cc3ccc(C)o3)C3CC3)[nH]c2c1 | 26% | 4
CC(=O)c1ccc(OC2(C)CCN(Cc3cc4ccccc4[nH]3)C2)cc1 (stereo unspecified) | -3% | -6
CCCc1cc(=O)n2c(C(=O)NCc3ccccc3)c(C(=O)Nc3cccc(C)c3C)sc2n1 | u | -2
Cc1cccc(NC(=O)CC(C)(C(=O)O)c2ccccc2)c1C (stereo unspecified) | -35% | 1
COc1ccc(Nc2cc(C)nc3c(OC)cccc23)cc1 | -20% | -4
CC(=O)NNC(=S)Nc1ccccc1F | 8% | 3
O=C(Nc1ccc2c(c1)OCO2)c1cc(C2CCCCN2S(=O)(=O)c2cccs2)on1 (stereo unspecified) | -4% | -7
O=C(Nc1c(Cl)cccc1Cl)C1=C(c2ccccc2)S(=O)(=O)CCO1 | -4% | 2
Cn1c(CN2CCCC2)nc2cc(NC(=O)c3ccccc3Cl)ccc21 | 41%[activator] | 5
Cc1[nH]c2ccccc2c1/C=C/C(=O)C(F)(F)F | -37% | 1
CSc1ccc(/C=C2\C(=O)Oc3ccccc32)cc1 | 32µM* | 8
CCc1ccc(C(=O)C2CC(=O)Nc3c2c(C)nn3-c2ccc(C)c(Cl)c2)s1 (stereo unspecified) | 6% | -1
COc1ccc(C(C)(O)c2nc(-c3ccc(F)cc3OC)cs2)cc1 (stereo unspecified) | -5% | -4
COc1ccc(C)cc1S(=O)(=O)[C@H]1CS(=O)(=O)C[C@@H]1NCc1ccccn1 | 18% | 1
CCCCNC(=O)C1(C)CCC(=O)N1CC(F)(F)F (stereo unspecified) | -32% | -4
O=C(CC1CC2CCC1C2)NCCc1ccccn1 (stereo unspecified) | 15% | 5
COc1ccccc1C(=O)Nc1sc2c(c1C(N)=O)CCC(C)C2 (stereo unspecified) | -18% | 9
CC(C(=O)NC1CC1)N1CCC(c2cc3ccccc3[nH]2)CC1 (stereo unspecified) | -7% | 0
Cc1cccnc1C1=NOC(Cc2ccccc2)C(=O)N1C (stereo unspecified) | 12% | 3
O=C1CC(c2ccc(Cl)cc2)c2cc(Br)c3ccccc3c2N1 (stereo unspecified) | 15% | -1
COc1ccc(C(=O)/C=C/c2ccc(OCC#N)c(OC)c2)cc1 | u | 0
Cc1cc2nc(SCC(=O)Nc3ccc(Br)cc3F)[nH]c(=O)c2[nH]1 | u | 6
COC(=O)[C@@H](C)NC(=O)NCc1ccc(C)cc1 | -3% | 0
Cn1cc(C(C(=O)O)N2CCN(C=O)CC2)c2cc(C(=O)O)ccc21 (stereo unspecified) | -42% | 1
Cc1c(CCC(=O)Nc2nccs2)c(=O)oc2c(C)c(O)ccc12 | u | 1
CNS(=O)(=O)c1cccc(C(=O)OCc2cc(=O)oc3c(C)c(C)ccc23)c1 | u | 6
COc1ccc(N2CCCCS2(=O)=O)cc1S(=O)(=O)N1CCCc2ccccc21 | -25% | 2
CC(C)CCN1CCC(CN2C(=O)C(=O)NC[C@@H]2CC(C)C)CC1 | 6% | -9
Cc1nc2ccccc2nc1SCC(=O)NC1CCCCC1 | 12% | -5
O=C(COc1ccc(Cl)cc1C1CCCCC1)NCCc1nnc2ccccn12 | 7% | 0
CN1CCN(c2cc(C(=O)O)c3cc(NC(=O)c4ccc(Cl)cc4)ccc3n2)CC1 | -82% | 32
Cc1ccc(OCCN(C)C(=O)NCc2ccccc2)cc1 | 17% | 0
CCOC(=O)C(NC(=O)c1cc(F)c(F)cc1Cl)C(=O)OCC | u | -1
CNC(=O)NC(=O)CCN(Cc1ccc(C#N)cc1)C(C)C | -31% | -14
O=C(CC1C(=O)NCCN1C(=O)CN1CCN(c2ncccn2)CC1)Nc1ccc(F)cc1 (stereo unspecified) | -1% | -6
CN(CC(=O)NC(C)(C)C)c1nc2ccccc2o1 | -2% | 4
CCOC(=O)c1cnc(Nc2ccccc2OCC)c2ccccc12 | u | 18
O=C(c1cn[nH]c1-c1ccccc1)N1CCN(S(=O)(=O)c2cccc(C(F)(F)F)c2)CC1 | 12% | 8
O=C(CNC(=O)C1CCCC1)NC1CCCC1 | 11% | -4
CCCNCc1ccc(-c2cccc(Cl)c2)o1 | u | 1
CCN(CC)c1nc2ccccc2nc1C(=O)Nc1cc(OC)ccc1OC | 2% | 10
O=C(Nc1ccc(Nc2ccccc2)nc1)c1cc[n+]([O-])cc1 | 5% | 11
CC(=O)c1ccc(NC(=O)CSc2nc3ccccc3c(=O)n2CC2CCCO2)cc1 (stereo unspecified) | u | 3
Cc1ccc(-c2csc(/C(C#N)=C/c3cccnc3)n2)cc1 | u | 12
C=CCCC(=O)N1C[C@H]2CON(C)[C@H]2C[C@H]1c1ccc(N2CCCCC2)cc1 | 12% | 1
CCCCCCn1c(SCC(=O)c2ccccc2)nc2c1c(=O)n(C)c(=O)n2C | -5% | 5
COC(=O)CC1c2cc(OC)c(OC)cc2CCN1Cc1noc(C(C)(C)C)n1 (stereo unspecified) | -6% | 8
Cc1cc(C(=O)COC(=O)c2nn(C)c(=O)c3ccccc23)c(C)n1CC1CCCO1 (stereo unspecified) | -13% | 3
CC(C)C[C@H]1CNC(=O)C(=O)N1C[C@H]1CCCN1C[C@H](CC(C)C)N1C[C@H](Cc2ccccc2)N(CC2CCCCC2)C(=O)C1=O | -12% | 6
CC1(C(=O)NCc2cccc3ccccc23)CCN1Cc1cc2ccccc2o1 (stereo unspecified) | 7% | 0
Cc1scc(C(=O)Nc2ccc3c(c2)CCC3)c1C | 35%[activator] | 13
CC(Sc1nnc(-c2ccc3c(c2)OCO3)o1)C(=O)NC1CCCC1 (stereo unspecified) | -33% | -5
COC(=O)c1ccc(/C=C/C(=O)c2ccc(C)o2)cc1 | u | -5

Rewritten tab-delimited: entries from further up
Molecule	12-LOX inh	LDHA inh
CCCCCCn1c(SCC(=O)c2ccccc2)nc2c1c(=O)n(C)c(=O)n2C	-5%	5
O=C(Nc1ccc(Nc2ccccc2)nc1)c1cc[n+]([O-])cc1	5%	11
COc1ccc(Nc2cc(C)nc3c(OC)cccc23)cc1	-20%	-4

Remaining list, next part
SMILES | 12-LOX inh | LDHA inh
CCCN1CCCN(c2ccccc2C#N)CC1 | 1% | 6
CN(C)c1cccc(NC(=O)C(c2ccccc2)c2ccccc2)c1 | -32% | 6
Cc1cc(NC(=O)COC(=O)c2oc3ccccc3c2C)no1 | 0% | 1
Cc1nc(SCC(=O)N(Cc2ccc(F)cc2)C2CCCCC2)sc1CC(N)=O | 26% | -7
O=C(CCCc1nc(-c2ccccc2)no1)NCC1CCCO1 (stereo unspecified) | 19% | 1
O=C1CSc2ccc(S(=O)(=O)Nc3ccc(F)cc3)cc2N1 | u | 12
Clc1ccccc1COc1ccc(CNCc2cccnc2)cc1 | u | 1
O=C(CC1CC2CCC1C2)Nc1ccc(Cl)c(C(F)(F)F)c1 (stereo unspecified) | -3% | 4
N#CCc1ccc(NC(=O)CNc2ccccc2Br)cc1 | -61% | 2
O=C1/C(=C/c2ccc(F)c(Br)c2)CCc2ccccc21 | -1% | 7
COc1cccc(Cn2c3ccc(NC(=O)Cc4ccccc4C)cc3c(=O)n2C)c1 | -18% | 0
O=C(O)c1ccc(Sc2ccccn2)cc1 | u | 6

An excerpt of these results, with values under each structure:
Every second line gives: 12-LOX inh, LDHA inh
- COc1cccc(Cn2c3ccc(NC(=O)Cc4ccccc4C)cc3c(=O)n2C)c1
 : -18%, 0
- O=C(CC1CC2CCC1C2)Nc1ccc(Cl)c(C(F)(F)F)c1 (stereo unspecified)
 : -3%, 4
- Cc1cc(NC(=O)COC(=O)c2oc3ccccc3c2C)no1
 : 0%, 1
- O=C(CCCc1nc(-c2ccccc2)no1)NCC1CCCO1 (stereo unspecified)
 : 19%, 1
- O=C1CSc2ccc(S(=O)(=O)Nc3ccc(F)cc3)cc2N1
 : u, 12

Record cards (already shown):
N#CCc1ccc(NC(=O)CNc2ccccc2Br)cc1 is entered as 12-LOX inh = -61%; LDHA inh = 2
O=C(CCCc1nc(-c2ccccc2)no1)NCC1CCCO1 (stereo unspecified) is entered as 12-LOX inh = 19%; LDHA inh = 1

Following part.
SMILES | 12-LOX inh | LDHA inh
CC(=O)C1=C(O)C(=O)N(CCN2CCOCC2)C1c1ccc2c(c1)OCO2 (stereo unspecified) | u | 6
CC(=O)NC12CC3CC(C1)CC(C(=O)NC1CCCc4ccccc41)(C3)C2 (stereo unspecified) | -8% | 6
CCOC(=O)c1cc(C(C)(O)CCC=C(C)C)on1 (stereo unspecified) | -20% | -1
Cc1cnc2c(S(=O)(=O)NCCC3CCCO3)cccc2c1 (stereo unspecified) | -3% | 5
CCN(CC)CC12CC3CC(C)(CC(C)(C3)C1)C2 | -27% | 2
Cc1ccc(NC(=O)CN2c3cccc4cccc(c34)S2(=O)=O)cc1S(=O)(=O)N1CCCCC1 | u | 11
Cc1ccccc1C(=O)NCC(O)c1ccccc1C(F)(F)F (stereo unspecified) | 9% | -1
COC(=O)C1=C(C)N(c2ccccc2)C(=O)CC1C(=O)Nc1ccc(C(C)=O)cc1 (stereo unspecified) | 8% | 9
COc1ccc2cnn(CC(=O)N(C)Cc3ccccc3)c(=O)c2c1OC | 12% | 2
CCC(C(=O)Nc1cccc2ccccc12)n1cnc2c1c(=O)n(C)c(=O)n2C (stereo unspecified) | u | -10
O=C(CSc1nc2ccccc2o1)N(Cc1ccccc1)Cc1ccccc1 | -11% | -2
Cc1ccc(NC(=O)CSC2=NC(C)(C)N=C2c2ccc(C)cc2)cc1 | -5% | 10
COc1cc(C(=O)N2CCC2(C)C(=O)NC(C)C)cc(OC)c1OC (stereo unspecified) | -15% | 2
CCCNC(=O)NC(=O)CN(C)c1ccccc1 | 20% | 6
Cc1ccc(S(=O)(=O)N(C)C(C)c2cc3ccccc3o2)cc1 (stereo unspecified) | 6% | 11
O=S(=O)(CCN1CCN(c2ccccc2F)CC1)c1ccccc1 | -3% | -1
CCc1ccc(C(=O)N2CCSCC2)s1 | -4% | 2
Cc1ccsc1CN(C)C(=O)CCl | u | -3
CCCCN1CCN(c2nc3c(c(=O)[nH]c(=O)n3C)n2CCCc2ccccc2)CC1 | 12% | 3
Cc1oc(-c2ccccc2)nc1CC(=O)Nc1ccc(S(=O)(=O)NC(C)C)cc1 | -3% | -14
CC(CCc1ccccc1)NC(=O)C12CC3CC(CC(C3)C1)C2 (stereo unspecified) | 46%[activator] | 7
Cc1nn(Cc2ccccc2F)c(C)c1NC(=O)NC1CCCCC1 | 23% | -6
CCCCCCCCN1C(=O)[C@H](CC(=O)N2CCOCC2)C[C@@]2(C(=O)OCC)CCCC=C12 | 8% | 3
O=S(Cc1cccc(C(F)(F)F)c1)Cc1c(F)cccc1Cl (stereo unspecified) | -26% | -6
COc1ccc(C(=O)N2CCN(c3ccc([N+](=O)[O-])c(-n4nc(C)c5ccccc5c4=O)c3)CC2)cc1 | -23% | 2
CCOc1ccc(Nc2nc(-c3c[nH]c(C(=O)N4CCCC4)c3)cs2)cc1 | u | 3
O=C1CCCC2=C1C(c1ccc(C(=O)O)cc1)c1c([nH]n(-c3ccccc3)c1=O)N2 (stereo unspecified) | u | 14
COc1cccc(C(CC(=O)Nc2ccc(F)c(Cl)c2)n2cccc2)c1 (stereo unspecified) | u | -1
O=C(NCc1ccc(C(F)(F)F)cc1)c1n[nH]c2c1CCCC2 | 95%[activator] | 9
C=CCSc1nnc(NC(=O)c2cc(=O)c3ccc(Br)cc3o2)s1 | 2% | -1

Arranged by count of non-hydrogen atoms (low to high): 6 of the compounds above
SMILES | 12-LOX inh | LDHA inh
O=S(Cc1cccc(C(F)(F)F)c1)Cc1c(F)cccc1Cl (stereo unspecified) | -26% | -6
O=C(NCc1ccc(C(F)(F)F)cc1)c1n[nH]c2c1CCCC2 | 95%[activator] | 9
COc1cccc(C(CC(=O)Nc2ccc(F)c(Cl)c2)n2cccc2)c1 (stereo unspecified) | u | -1
CCOc1ccc(Nc2nc(-c3c[nH]c(C(=O)N4CCCC4)c3)cs2)cc1 | u | 3
O=C1CCCC2=C1C(c1ccc(C(=O)O)cc1)c1c([nH]n(-c3ccccc3)c1=O)N2 (stereo unspecified) | u | 14
COc1ccc(C(=O)N2CCN(c3ccc([N+](=O)[O-])c(-n4nc(C)c5ccccc5c4=O)c3)CC2)cc1 | -23% | 2

Screening results: PubChem, National Center for Advancing Translational Sciences (NCATS)
